Source: PubChem
DSG3 Ab inh = human desmoglein-3 autoantibody binding inhibition | binding (percent of control), % at 10 µM | DSG3-coupled beads, scFv-anti-DSG3-GFP binding, flow cytometry; active compounds read low | 310,000 compounds, 0.48% hits;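 active means binding more than 3 SD below its plate's average and above zero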;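 further: hits lower antibody fragment binding to DSG3; some compounds called inactive have numbers as strong as hits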
HTR5A ag ctr = activates human HTR5A in OPRM1-OPRD1 agonist counter-screen; activation, % at 9.3 µM; P47898; AID 504692; 340,000 compounds, 0.61% hits; HTR5A agonist assay, luminescence, cell-based; in the data active means activation mostly above about 9.5%, no sharp cut-off; inactive means mostly below about 7.6%;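 further: 0% = cells with vehicle only and 100% = reference agonist; strong numbers were not always called active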
phage Ecoli inh = E. coli growth loss with phage present; growth absorbance; inhibition, % at 11.9 µM; 360,000 compounds, 0.26% hits; AID 651602; in the data active means inhibition above about 11%
HTR5A inv ctr = inverse agonist of human HTR5A in OPRM1-OPRD1 counter-screen | 340,000 compounds, 0.083% hits | inhibition, % at 9.3 µM | AID 504634 | HTR5A cell line, luminescence, inverse agonism; in the data active means inhibition mostly above about 23%, no sharp cut-off; inactive means mostly below about 18%;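 further: 0% = cells with DMSO and 100% = no-cell wells with DMSO; some compounds called inactive have numbers as strong as hits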
AddAB inh = less growth of phage-infected E. coli with AddAB; E. coli expressing H. pylori AddAB, absorbance growth; 330,000 compounds, 0.29% hits; inhibition, % at 11.9 µM; in the data active means inhibition above about 12%;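 further: 0% = vehicle wells of infected cells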
E coli growth = bacterial growth inhibition, counter-screen for AddAB inhibitors. 330,000 compounds, 0.27% hits. E. coli V3065 growth, OD600 absorbance, 18 h. inhibition, % at 11.9 µM;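 active means inhibition above the campaign's mean inhibition across all tested compounds plus 3 SD, cut at about 9.9% in these data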;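 further: uninfected addAB+ strain grown without phage in ampicillin broth; 0% = DMSO wells and 100% = ciprofloxacin 0.95 µg/ml wells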
PKA-R1A activ = activates the PKA-R1A holoenzyme complex. PKA-R1A dissociation, Cy5-IP20 fluorescence polarization; scaled: DMSO 0%, 113 µM cGMP 100%. AID 504707. 340,000 compounds, 0.083% hits. activation, % at 11.4 µM. P00514+P68181;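 active means percent activation above the mean of all tested compounds plus 3 SD, cut at about 19% in these data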;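 further: higher means more PKAc released from R1A so a rise in polarization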
MOR-DOR ag = OPRM1-OPRD1 heterodimerization agonism; 340,000 compounds, 0.3% hits; cells, luminescence; activation, % at 9.3 µM; P35372+P41143; in the data active means activation above about 18%;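 further: 0% = vehicle-treated cells and 100% = reference agonist; values of inactives mirror those of a sister screen read the other way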
Target sequence (P35372 whole entry, looked up): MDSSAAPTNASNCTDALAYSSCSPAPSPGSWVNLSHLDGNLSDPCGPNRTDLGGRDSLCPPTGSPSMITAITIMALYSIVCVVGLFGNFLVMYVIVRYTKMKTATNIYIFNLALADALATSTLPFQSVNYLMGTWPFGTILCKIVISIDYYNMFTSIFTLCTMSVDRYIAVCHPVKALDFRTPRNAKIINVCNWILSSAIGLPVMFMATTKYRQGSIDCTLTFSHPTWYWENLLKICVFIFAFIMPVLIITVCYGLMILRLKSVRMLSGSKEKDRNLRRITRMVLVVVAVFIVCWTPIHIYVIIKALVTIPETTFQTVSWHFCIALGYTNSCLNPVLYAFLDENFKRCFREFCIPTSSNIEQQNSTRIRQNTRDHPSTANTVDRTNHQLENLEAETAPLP
Target sequence (P41143 whole entry, looked up): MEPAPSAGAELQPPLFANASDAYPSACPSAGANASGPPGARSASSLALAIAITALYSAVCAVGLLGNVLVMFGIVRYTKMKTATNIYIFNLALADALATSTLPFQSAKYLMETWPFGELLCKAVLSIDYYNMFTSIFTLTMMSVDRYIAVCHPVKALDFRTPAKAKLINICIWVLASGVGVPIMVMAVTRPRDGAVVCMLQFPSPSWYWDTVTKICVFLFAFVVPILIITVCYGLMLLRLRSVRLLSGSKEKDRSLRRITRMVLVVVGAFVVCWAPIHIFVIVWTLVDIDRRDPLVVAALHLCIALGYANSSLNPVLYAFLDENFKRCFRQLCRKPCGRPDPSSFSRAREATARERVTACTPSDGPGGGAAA
PfHsp90 set2 = growth inhibition of yeast expressing Plasmodium Hsp90 | S. cerevisiae expressing PfHsp90, BacTiter-Glo ATP, 48 h; yeast lacking PDR1 and PDR3 efflux regulators | AID 504621 | inhibition, % at 9.4 µM | 310,000 compounds, 0.32% hits;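 active means every replicate shows inhibition above about 80%, whatever the replicate mean, limit read from the data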;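 further: 0% = DMSO neutral controls and 100% = 20 µM radicicol positive controls; yeast relying on Plasmodium falciparum Hsp90 in place of its own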
OPRM1-OPRD1 inv = mu-delta opioid heterodimer inverse agonism | 340,000 compounds, 0.21% hits | inhibition, % at 9.3 µM | P35372+P41143 | AID 504357 | cell-based MOR-DOR heterodimer luminescence; in the data active means inhibition above about 22%, passing the limit was not always enough;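 further: 0% = cells with DMSO and 100% = wells without cells with DMSO; values of inactives mirror those of a sister screen read the other way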
Mot1-301 SUMO = blocks SUMOylation pathway, rescuing yeast Mot1-301 growth. S. cerevisiae Mot1-301 growth rescue, ATP luminescence, 38.5C; percent above DMSO median, 100 means doubled. 320,000 compounds, 1% hits. growth rescue, % at 18.8 µM;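 active means every valid replicate shows activation above 250% relative to neutral control wells; inactive means the rest, any valid replicate at or below 250%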;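 further: OY570 slx delta 5 strain wells were the positive control but not used for scaling; some compounds called inactive have numbers as strong as hits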
An asterisk follows results filed as active; nt = not tested or not shown.

A first look (12 entries):
canonical_smiles,DSG3 Ab inh,HTR5A ag ctr,phage Ecoli inh,HTR5A inv ctr,AddAB inh,E coli growth,PKA-R1A activ,MOR-DOR ag,PfHsp90 set2,OPRM1-OPRD1 inv,Mot1-301 SUMO
Cc1ccc(C)c(NC(NC(=O)c2ccccn2)C(Cl)(Cl)Cl)c1 (stereo unspecified),104,8,3.5,-19,-0.7,0.7,8,2.0,-15,-11,982*
O=C1CC(c2ccccc2)=Nc2ccccc2N1,108,6,1.1,-17,0.9,-2.9,-5,-1.1,-8,6,4
CCOC(=O)N1CCN(C(=O)c2ccccc2CCc2ccccc2)CC1,100,-3,1.7,7,2.3,1.8,-11,0.6,-7,-3,-9
C/C(=C\C(=O)Nc1cc(C)on1)c1ccccc1,96,-2,2.9,31,1.5,-2.6,-4,-0.9,4,5,455
COc1ccc(C)cc1-n1nnnc1SC/C(O)=C(\C#N)c1nc2ccccc2[nH]1,101,-4,3.4,10,-2.6,-2.4,11,0.1,4,-1,-10
Cc1ccccc1C(=O)N[C@H](C(=O)OCC(=O)NC1CC1)C(C)C,114,-10,1.7,24,1.7,0.3,-3,-1.3,-3,5,-16
COc1cc(/C=N\Nc2cc(=O)n(C)c(=O)n2C)ccc1O,99,6,0.1,12,4.2,0.5,-11,-0.3,-20,1,117
Cc1ccc(NC(=O)CCS(=O)(=O)c2cccc3nonc23)c(Cl)c1,nt,2,-0.2,10,2.8,1.6,2,-2.8,-16,18,-12
COc1ccc(NC(=O)N/C=C/c2ccc(Cl)cc2)cc1,100,-2,1.9,-7,-0.4,-0.1,5,-2.9,19,14,-10
CC(Oc1cc2oc(=O)c3c(c2cc1Cl)CCC3)C(=O)NC1CC(C)(C)NC(C)(C)C1 (stereo unspecified),nt,5,4.3,-2,2.3,1.0,-12,0.5,12,-3,-2
CC1(NC(=S)NCCO)CCS(=O)(=O)C1 (stereo unspecified),nt,4,-3.6,29,2.4,1.1,6,1.0,-13,-5,89
Fc1ccccc1CSc1nc2ncccc2[nH]1,108,-1,3.8,-25,1.9,3.3,-3,-1.6,4,10,nt

This part in full, from the first entry:
canonical_smiles,DSG3 Ab inh,HTR5A ag ctr,phage Ecoli inh,HTR5A inv ctr,AddAB inh,E coli growth,PKA-R1A activ,MOR-DOR ag,PfHsp90 set2,OPRM1-OPRD1 inv,Mot1-301 SUMO
Cc1ccc(C)c(NC(NC(=O)c2ccccn2)C(Cl)(Cl)Cl)c1 (stereo unspecified),104,8,3.5,-19,-0.7,0.7,8,2.0,-15,-11,982*
O=C1CC(c2ccccc2)=Nc2ccccc2N1,108,6,1.1,-17,0.9,-2.9,-5,-1.1,-8,6,4
CCOC(=O)N1CCN(C(=O)c2ccccc2CCc2ccccc2)CC1,100,-3,1.7,7,2.3,1.8,-11,0.6,-7,-3,-9
C/C(=C\C(=O)Nc1cc(C)on1)c1ccccc1,96,-2,2.9,31,1.5,-2.6,-4,-0.9,4,5,455
COc1ccc(C)cc1-n1nnnc1SC/C(O)=C(\C#N)c1nc2ccccc2[nH]1,101,-4,3.4,10,-2.6,-2.4,11,0.1,4,-1,-10
Cc1ccccc1C(=O)N[C@H](C(=O)OCC(=O)NC1CC1)C(C)C,114,-10,1.7,24,1.7,0.3,-3,-1.3,-3,5,-16
COc1cc(/C=N\Nc2cc(=O)n(C)c(=O)n2C)ccc1O,99,6,0.1,12,4.2,0.5,-11,-0.3,-20,1,117
Cc1ccc(NC(=O)CCS(=O)(=O)c2cccc3nonc23)c(Cl)c1,nt,2,-0.2,10,2.8,1.6,2,-2.8,-16,18,-12
COc1ccc(NC(=O)N/C=C/c2ccc(Cl)cc2)cc1,100,-2,1.9,-7,-0.4,-0.1,5,-2.9,19,14,-10
CC(Oc1cc2oc(=O)c3c(c2cc1Cl)CCC3)C(=O)NC1CC(C)(C)NC(C)(C)C1 (stereo unspecified),nt,5,4.3,-2,2.3,1.0,-12,0.5,12,-3,-2
CC1(NC(=S)NCCO)CCS(=O)(=O)C1 (stereo unspecified),nt,4,-3.6,29,2.4,1.1,6,1.0,-13,-5,89
Fc1ccccc1CSc1nc2ncccc2[nH]1,108,-1,3.8,-25,1.9,3.3,-3,-1.6,4,10,nt

More structures:
canonical_smiles,DSG3 Ab inh,HTR5A ag ctr,phage Ecoli inh,HTR5A inv ctr,AddAB inh,E coli growth,PKA-R1A activ,MOR-DOR ag,PfHsp90 set2,OPRM1-OPRD1 inv,Mot1-301 SUMO
CCN(CC(=O)NCc1cccs1)C(=O)c1cccc(S(=O)(=O)NCc2ccccc2)c1,120,0,1.0,0,1.5,-0.8,-5,-0.3,7,1,21
COc1ccc(/C=C2\SC(=O)N(CCNC(=O)CCS(=O)(=O)c3ccc(C)cc3)C2=O)cc1,129,5,1.5,-75,2.9,0.7,-2,1.4,4,-8,1
Cc1cc2c(=O)n(C)c(SCC(=O)Nc3ccccc3C)nc2s1,101,4,0.6,9,3.2,3.9,-4,-3.4,0,16,51
CCOc1ccccc1-n1nnnc1SCC(=O)NC(=O)Nc1ccc2c(c1)OCCO2,105,-2,1.3,-23,0.2,-2.8,-2,-1.2,-5,7,4
CCN(CC)S(=O)(=O)c1ccc(C(=O)NCc2n[nH]c(=S)n2-c2ccccc2OC)cc1,101,2,2.8,-5,2.3,0.5,17,1.2,nt,-7,5
Clc1ccc(Cn2ncc3c(N4CCOCC4)ncnc32)cc1,105,5,0.8,-12,2.2,-2.3,-7,-2.5,-5,11,-9
Cc1ccc(CCN2CC(C(=O)O)CC2=O)cc1 (stereo unspecified),97,8,0.1,-18,-0.6,-2.0,11,1.5,nt,-9,31
Cc1cc(C)cc(N(C(C)C(=O)NCCC2=CCCCC2)S(C)(=O)=O)c1 (stereo unspecified),103,0,nt,19,-1.2,-1.2,5,8.2,-20,-44,nt
CCOc1ncccc1C(=O)OCC(=O)NCCc1ccc(S(N)(=O)=O)cc1,106,4,1.2,4,0.6,-1.3,11,-4.0,0,15,0
CCOC(=O)CNC(=O)CSc1nc2cccnc2n1C1CCCCC1,95,-2,3.0,-6,0.2,0.1,1,-1.7,3,9,16
NC(=O)Cn1cnc(-c2ccccc2)c1,78,3,1.6,-7,-0.8,-0.5,-1,-1.5,1,8,-5
COc1ccc(-c2noc3c2-c2nc(-c4ccccc4)sc2CC3)cc1,111,-8,2.2,20,-0.6,-0.6,5,0.5,-15,-3,2

(next part)
canonical_smiles,DSG3 Ab inh,HTR5A ag ctr,phage Ecoli inh,HTR5A inv ctr,AddAB inh,E coli growth,PKA-R1A activ,MOR-DOR ag,PfHsp90 set2,OPRM1-OPRD1 inv,Mot1-301 SUMO
COc1ccc(CNC(=O)CSc2nnc(C)s2)cc1,102,-3,0.8,8,1.0,1.0,1,-2.4,11,12,-17
O=C(CCNc1cccc(F)c1)c1cccc([N+](=O)[O-])c1,nt,-1,-1.2,2,-0.1,1.1,3,-0.8,-20,4,12
CCC1CCCCN1CCCNC(=O)c1ccc(N2CCOCC2)c(NS(=O)(=O)c2ccc(OC)cc2)c1 (stereo unspecified),100,-9,2.9,-37,1.9,-0.9,-8,-1.8,-10,9,2
COc1cc(C(=O)N2CCC(NC(=O)C(Cc3ccccc3C)NC(C)=O)CC2)cc(OC)c1OC (stereo unspecified),nt,0,2.0,-14,-0.2,0.5,-3,-1.5,17,8,16
S=C(NCc1ccc2[nH]c3c(c2c1)CCCC3)Nc1ccccc1,101,3,2.2,-35,1.4,0.6,-13,5.6,-43,-33,0
CC(C(=O)NC1CCCCC1)N1C(=O)C2C3C=CC(C3)C2C1=O (stereo unspecified),nt,0,2.5,0,0.8,1.0,-2,-0.4,-12,2,-14
N=C(c1ccc([N+](=O)[O-])cc1)N1CCCCC1,90,1,3.6,-3,-0.1,0.3,-6,2.3,-18,-17,-2
CC(=O)C[C@H](O)CC(=O)[C@@H]1OC(=O)CCCCCCCCc2ccccc21,98,7,1.9,3,2.6,1.7,7,-2.0,6,11,18
COc1ccc(C(C)=O)cc1COC(=O)c1cc(C)nc2ccccc12,61*,-5,3.5,12,2.2,-0.2,-6,-0.1,-3,1,-4
CC(Sc1nnnn1-c1ccccc1)C(=O)Nc1ccc(Cl)cn1 (stereo unspecified),97,4,1.1,-10,-2.7,-1.3,0,1.7,4,-10,-15
Cc1onc(-c2ccccc2)c1C(=O)N/N=C/c1c(F)cccc1Cl,nt,1,1.2,8,2.1,1.9,-4,-0.8,-16,4,-11
CC(=O)c1cc(C)ccc1OC(=O)c1ccco1,125,-1,2.2,-8,-0.7,-2.3,-8,-4.5,-3,20,429*

(next part)
canonical_smiles,DSG3 Ab inh,HTR5A ag ctr,phage Ecoli inh,HTR5A inv ctr,AddAB inh,E coli growth,PKA-R1A activ,MOR-DOR ag,PfHsp90 set2,OPRM1-OPRD1 inv,Mot1-301 SUMO
Cc1cccc(N2CCN(C(=O)CCCOc3ccccc3)CC2)c1C,nt,1,-0.5,-3,3.6,-1.4,-12,4.3,-27,-26,-3
CN(C)/C=N/C1=C(C#N)C(c2cccs2)c2ccc3ccccc3c2O1 (stereo unspecified),99,-3,5.6,7,nt,nt,-8,0.5,-24,-2,nt
COC(=O)c1cccc(Nc2ccc([N+](=O)[O-])cn2)c1,100,0,3.2,6,3.2,2.4,6,2.1,-24,-12,-11
COc1ccc(/C=C/c2nc3sc4c(c3c(=O)o2)CCC4)cc1,93,-4,-0.6,-19,1.0,2.1,0,-1.1,-33,6,nt
O=C(Cn1ccc2ccccc2c1=O)NCCC(=O)Nc1cccc(Cl)c1,106,1,nt,-6,2.3,-1.3,3,0.3,15,-2,65
Cc1ccc(C)c(Cn2nnc3c(=O)[nH]c(C(=O)Nc4ccc(F)cc4)nc32)c1,nt,-3,-1.7,7,1.1,-0.3,-7,0.1,12,0,-12
O=C1CCN(Cc2ccccc2)C=C1c1ccc(Cl)cc1,104,0,1.4,-34,0.9,-1.1,-7,-0.4,-9,2,-9
CC(C)C(=O)N1CCC2(CC1)Oc1ccc(Cl)cc1C(=O)C21CC(c2ccccc2)=NO1 (stereo unspecified),104,1,4.6,13,0.9,-0.3,10,0.2,nt,-1,-30
Fc1ccccc1Cn1cc(C(=S)N2CCOCC2)c2ccccc21,82,4,1.2,-11,-1.2,0.9,-6,-1.1,5,6,-27
CN(c1ccc(OCC(=O)OCC(=O)c2c(N)n(C)c(=O)n(C)c2=O)cc1)S(=O)(=O)c1ccc2ccccc2c1,97*,1,-1.7,20,0.7,1.3,4,0.6,nt,-3,18
O=C(CNC(=O)c1ccco1)OCC(=O)c1ccc(Cl)cc1Cl,101,-4,-0.5,12,1.4,-1.0,-15,-8.1,7,44*,-13
CCOc1ccc(S(=O)(=O)NCCC(=O)N2CCN(c3ncccn3)CC2)cc1,nt,0,-0.3,2,-1.6,-0.3,-1,-2.8,-2,10,-4
O=C(NNC(=O)c1cccc2ccccc12)c1ccc(Cl)c(Cl)c1,116,-1,3.8,4,nt,nt,-1,-0.3,12,1,nt
O=[N+]([O-])c1ccc(N2CCCCC2)cc1N1CCOCC1,101,-2,3.3,-2,1.2,-1.4,6,-0.8,13,5,-9
